Screens from PubChem BioAssay.
MT1-MMP txn act – MT1-MMP promoter transcription activation; AID 750; activation factor at 10 µM; actives 0.16% (n = 86,000); HT1080 MT1-MMP promoter luciferase reporter, luminescence, overnight; hits give high values;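 active = activation factor of at least 2 for MT1-MMP transcription at 10 µM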
CYP2C19 inh – human CYP2C19 inhibition; P33261; AID 778; inhibition, % at 5 µM; CYP2C19 Supersomes, luciferin-H EGE luminescence, 30 min; actives 21% (n = 96,000);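 active = CYP2C19 inhibition above a set limit at 5 µM in the primary screen, cut at about 50% in these data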;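 note: plate controls were negative control wells for no effect and 2.5 mM tranylcypromine positive control for full effect; values of inactives mirror those of a sister screen read the other way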
Target sequence (P33261 whole entry, looked up): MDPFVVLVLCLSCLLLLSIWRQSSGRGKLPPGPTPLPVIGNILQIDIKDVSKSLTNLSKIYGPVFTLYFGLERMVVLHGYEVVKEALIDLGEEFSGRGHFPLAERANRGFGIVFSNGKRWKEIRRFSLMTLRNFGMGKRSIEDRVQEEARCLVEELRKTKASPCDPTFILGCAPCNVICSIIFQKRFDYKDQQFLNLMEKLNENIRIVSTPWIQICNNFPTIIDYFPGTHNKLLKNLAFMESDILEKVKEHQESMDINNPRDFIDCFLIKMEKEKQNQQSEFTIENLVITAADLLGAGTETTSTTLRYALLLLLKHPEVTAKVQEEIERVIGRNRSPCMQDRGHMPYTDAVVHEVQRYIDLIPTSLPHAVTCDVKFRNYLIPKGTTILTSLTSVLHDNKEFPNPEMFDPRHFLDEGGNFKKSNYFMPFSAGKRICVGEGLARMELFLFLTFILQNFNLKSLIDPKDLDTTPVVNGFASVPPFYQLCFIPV
Mac1 fbg enh – enhancers of human CD11b/CD18 binding to fibrinogen; K562 CD11b/CD18 adhesion to fibrinogen, ATPlite luminescence; P05107+P11215; activation, % at 10 µM; actives 0.07% (n = 93,000);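 active = 10 µM primary screen giving 50% or more activity, confirmed by 40% or more on retest at that dose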; note: strong numbers were not always called active; reference of the scale not given here
CYP2C9 inhib – blocks human cytochrome P450 2C9; inhibition, % at 5 µM; CYP2C9 Supersomes, luciferin-H conversion, luminescence; P11712; actives 20% (n = 96,000);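 active = blocking of liver enzyme CYP2C9 beyond about 50% at 5 µM, limit read from the data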; note: values of inactives mirror those of a sister screen read the other way
CYP2C9 activ – increases human cytochrome P450 2C9 activity | recombinant CYP2C9, luciferin-H conversion, luminescence; hits give high values; factor 1 = untreated enzyme, 0 = blocked | activation factor at 5 µM | actives 1.4% (n = 96,000);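 active = activation factor of 2 or more for CYP2C9 at a 5 µM dose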;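 note: 0 = sulfaphenazole-blocked wells and 1 = vehicle-only wells; values of inactives mirror those of a sister screen read the other way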
Mac1 fbg inh – blocks human CD11b/CD18 adhesion to fibrinogen; P05107+P11215; K562 CD11b/CD18 adhesion to fibrinogen, ATPlite luminescence; Mn2+ added to activate the integrin; inhibition, % at 10 µM; actives 0.54% (n = 93,000); AID 1497;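 active = primary inhibition of 50% or more at 10 µM, then 40% or more on retest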; note: some results filed as inactive read as strong as hits
PLAP act – activates human placental alkaline phosphatase | P05187 | purified PLAP enzyme, luminescent substrate read-out; hits give high values | activation fold at 20 µM | actives 1.2% (n = 96,000) | AID 696; in the data active = activation fold above about 2
Target sequence (P05187 whole entry, looked up): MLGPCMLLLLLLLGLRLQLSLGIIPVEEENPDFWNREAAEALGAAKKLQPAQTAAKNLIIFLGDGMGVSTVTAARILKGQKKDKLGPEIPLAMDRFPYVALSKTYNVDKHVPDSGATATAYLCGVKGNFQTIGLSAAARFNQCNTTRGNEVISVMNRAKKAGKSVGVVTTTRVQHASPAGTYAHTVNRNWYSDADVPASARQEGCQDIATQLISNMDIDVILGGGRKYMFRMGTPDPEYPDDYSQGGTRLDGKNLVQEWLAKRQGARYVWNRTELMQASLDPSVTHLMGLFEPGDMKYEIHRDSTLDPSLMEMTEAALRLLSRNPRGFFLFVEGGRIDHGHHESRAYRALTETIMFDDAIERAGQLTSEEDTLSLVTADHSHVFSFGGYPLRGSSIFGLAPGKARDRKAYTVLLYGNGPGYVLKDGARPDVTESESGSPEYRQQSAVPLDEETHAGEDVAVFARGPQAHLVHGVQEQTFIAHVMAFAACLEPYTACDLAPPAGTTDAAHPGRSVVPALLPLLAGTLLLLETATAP
CYP2C19 activ – increases human CYP2C19 enzyme activity; P33261; recombinant CYP2C19, luciferin-H EGE luminescence; hits give high values; 0 = fully inhibited enzyme, 1 = untreated enzyme; activation factor at 5 µM; 96,000 tested, under 10 active;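 active = activation factor of at least 2 at 5 µM in the primary screen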;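 note: 0 = wells with 2.5 mM tranylcypromine and 1 = vehicle-only wells; values of inactives mirror those of a sister screen read the other way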
Pyk2 oligo antag – Pyk2 (human) oligomerization antagonism | actives 0.83% (n = 99,000) | Q14289 | Q293 cells, Pyk2 FERM NanoBiT luminescence; hits give low values | z-score (the deposit names both 25 µM and 10 µM);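 active = Z-score of -3 or lower, scaled per plate to the spread of control and sample wells; inactive = z-score above -3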;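 note: negative z-score means lost luminescence so less FERM oligomerization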
* = called active by the depositor; x = no result given.

Results follow in this order: CYP2C9 inhib, Mac1 fbg inh, MT1-MMP txn act, Pyk2 oligo antag, CYP2C19 activ, PLAP act, Mac1 fbg enh, CYP2C9 activ, CYP2C19 inh
> CC1CCCCC1NC(=O)COn1nnc2ccc(Cl)cc21 (centres undefined)
    -85, -15, 1, -0.51, 0, 1, 0, 1.9, 98*
> COc1ccc(CN(Cc2ccccn2)S(=O)(=O)c2ccc(-n3cnnn3)c(OC)c2)cc1
    92*, 1, 1.3, 0.91, 0.1, 1.6, 6, 0.1, 89*
> CC(=O)Nc1ccc(S(=O)(=O)N(C)CCOCc2ccccc2)cc1
    -100, 7, x, 1, 0.4, 1.3, 1, 2*, 55*
> CCOC(=O)NCc1ccc(S(=O)(=O)Nc2ccccc2C)cc1
    25, 1, 1.1, 0.67, 0.3, 1.2, 0, 0.8, 69*
> CCOc1cc(CNc2ccc3c(c2)CCC3)ccc1O
    77*, -2, 1.1, -0.08, 0.1, 1.1, -3, 0.2, 91*
> C=CCn1c(SCC(=O)NCc2cccs2)nnc1C1CCCCC1
    15, -1, 1, 0.66, 0.7, 0.9, 0, 0.9, 26
> c1ccc(Cn2nnnc2C(c2cccs2)N2CCc3ccccc3C2)cc1 (centres undefined)
    70*, 12, 1.3, -2.4, 0.1, 0.8, 10, 0.3, 92*
> CN(C)c1ccc(CN(C(=O)COc2ccccc2)C2CCS(=O)(=O)C2)cc1 (centres undefined)
    42, -16, 1.1, 0.18, 0.7, 0.7, 0, 0.6, 31
> Cn1c(=O)[nH]c(=O)c2c1nc(NC1CCCCC1)n2CC(=O)NC1CCCCC1
    -2, -12, 1.1, x, 1, 0.8, -2, 1, -1
> O=S(=O)(CC(O)COc1ccccc1Cl)c1ccccc1 (centres undefined)
    -11, 11, x, 1, 0.6, 1, 20, 1.1, 42

Carrying on:
Results follow in this order: CYP2C9 inhib, Mac1 fbg inh, MT1-MMP txn act, Pyk2 oligo antag, CYP2C19 activ, PLAP act, Mac1 fbg enh, CYP2C9 activ, CYP2C19 inh
> Cc1ccc(Nc2nc(CSc3nnnn3C)cs2)cc1
    -177, 23, 1.3, -0.2, 0.3, 1.1, -3, 2.8*, 70*
> O=C(Nc1nccs1)c1ccc(S(=O)(=O)N2CCCCC2)cc1
    35, -38, 1.1, x, 1.1, 1.1, -2, 0.6, -8
> Cc1cc(NCCCn2ccnc2)n2nc(-c3ccc(F)cc3)cc2n1
    98*, 7, 1.3, -0.16, 0, 1.9, 3, 0, 97*
> COCC(=O)N(Cc1cc2cc(OC)ccc2[nH]c1=O)c1ccccc1OC
    16, 34, 1.1, 0.76, 1, 1.1, 1, 0.8, 0
> Cc1ccc(NC(=O)N2Cc3ccccc3CC2C(=O)NC(C)(C)C)cc1 (centres undefined)
    -8, 1, x, -0.41, 1, 1, -5, 1.1, -4
> CC(=O)c1cccc(NC(=O)NCc2ccco2)c1
    41, -15, 1.4, 2.1, 0.7, 1.1, -3, 0.6, 30
> COc1ccc(-c2noc(-c3ccccc3-c3ccccc3)n2)cc1
    16, 5, 1.1, -1.8, 1.1, 0.9, -2, 0.8, -5
> COCCOc1cc(Nc2nnc(C(F)(F)F)s2)c(Cl)cc1Cl
    92*, -6, 1.3, -2.7, 0.3, 1.3, 3, 0.1, 66*
> CCCn1nc2cc(C(=O)NCCCCc3ccccc3)ccc2c1OCC
    36, x, x, x, 0.6, 1.2, x, 0.6, 41
> Cc1ccc(N2CCCn3c2nc2c3c(=O)n(CCN3CCOCC3)c(=O)n2C)cc1
    -10, -8, 1.1, x, 1.1, 1.1, -3, 1.1, -8

The listing continues.
Results follow in this order: CYP2C9 inhib, Mac1 fbg inh, MT1-MMP txn act, Pyk2 oligo antag, CYP2C19 activ, PLAP act, Mac1 fbg enh, CYP2C9 activ, CYP2C19 inh
> O=C(Nc1ccc(N2CCN(C(=O)c3ccc(Cl)cc3)CC2)cc1)c1cc2ccccc2o1
    36, 24, 1, -2.9, 0.9, 0.9, 17, 0.6, 11
> Cc1ccc(C)c(S(=O)(=O)C(C#N)c2nc3ccccc3nc2N2CC(C)OC(C)C2)c1 (centres undefined)
    99*, x, 1.2, -0.21, 0.5, 1.4, x, 0, 52*
> O=C1c2ccccc2C(=O)N1CC(O)Cn1nnc2ccccc21 (centres undefined)
    34, -45, 1.1, 1.2, 0.4, 1, -4, 0.7, 59*
> COCCCNC(=O)COc1cc(C)c(Cl)c(C)c1
    -73, 1, 1.1, 2.3, 0.1, 1.7, -3, 1.7, 86*
> CCCc1nc2ccccc2c(C(=O)OCC(=O)Nc2cccc(S(=O)(=O)N3CCOCC3)c2)c1CC
    44, x, 1.1, -4.6*, 0.5, 1.2, x, 0.6, 46
> O=C(NCC1CCCO1)C(c1cccnc1)N(C(=O)Cc1cccs1)c1ccccc1 (centres undefined)
    4, x, x, 0.46, 0.8, 1.1, x, 1, 16
> O=C1c2cccc3cccc(c23)N1CN1CCN(c2ccccn2)CC1
    -43, -2, 1.2, 0.77, 1, 0.8, -3, 1.4, 2
> COc1ccc(C)cc1S(=O)(=O)N(C)CC(=O)Nc1ccccc1
    90*, -28, 1, 0.52, 0.1, 1.1, 2, 0.1, 91*
> O=C1c2ccccc2NC2(CCCCC2)N1c1ccc(O)cc1
    56*, -3, x, -0.56, 0.7, 0.8, 2, 0.4, 32
> CC(C)N(Cc1nc(-c2ccc(Cl)cc2)no1)C(=O)CCCN1C(=O)c2ccccc2C1=O
    86*, 4, 1, x, 0.1, 1.5, 3, 0.1, 88*

Remaining list, next part
Results follow in this order: CYP2C9 inhib, Mac1 fbg inh, MT1-MMP txn act, Pyk2 oligo antag, CYP2C19 activ, PLAP act, Mac1 fbg enh, CYP2C9 activ, CYP2C19 inh
> Cc1cc(NC(=O)CSc2nnc(-c3cccnc3)n2C2CCCCC2C)no1 (centres undefined)
    9, -17, 1.2, -0.53, 0.8, 1, -1, 0.9, 21
> CCOC(=O)N1CC=C2C(C#N)=C(N)C(C#N)(C#N)[C@H](c3ccccc3OCC)[C@H]2C1
    13, -15, 1.1, -1.7, 0.8, 0.9, 1, 0.9, 15
> O=C(COC(=O)c1ccc(S(=O)(=O)Nc2ccccc2)cc1)NCc1ccco1
    75*, -6, x, 2.1, 0.6, 1.1, -3, 0.2, 42
> CC1(C)Cc2ccccc2/C(=C/C(=O)N2CCCCCC2)N1
    27, -8, x, 0.55, 0.7, 1.4, -2, 0.7, 28
> O=C(NCc1ccc2c(c1)OCO2)c1ccc(COc2cc(Cl)ccc2Cl)o1
    94*, 42, 1.1, -0.44, 0.4, 1, 1, 0.1, 57*
> COc1ccc(/C=C2\N=C(SC)NC2=O)cc1
    14, 1, x, 0.37, 0.9, 0.9, -3, 0.9, 7
> COCCn1nnnc1C(c1ccc(OC)cc1)N1CCC(C)CC1 (centres undefined)
    3, -4, 1.2, 3.9, 0.3, 1.5, 3, 1, 73*
> O=C1OC(c2ccccc2)/C(=C(/O)c2ccccc2)C1=O (centres undefined)
    30, -2, 1, 0.87, 0.9, 0.9, -3, 0.7, 15
> O=C(NCc1ccc2c(c1)OCO2)c1c(F)c(F)c(F)c(F)c1F
    28, 22, 1.1, 1.2, 0.2, 1.1, -5, 0.7, 81*
> CCCCn1nnnc1NCc1cccc(OC)c1OC
    62*, -4, 1.1, 0.79, 0.2, 0.9, 2, 0.4, 85*

(listing goes on)
Results follow in this order: CYP2C9 inhib, Mac1 fbg inh, MT1-MMP txn act, Pyk2 oligo antag, CYP2C19 activ, PLAP act, Mac1 fbg enh, CYP2C9 activ, CYP2C19 inh
> CC(/C=C1\SC(=O)N(CC(=O)Nc2cccc(O)c2)C1=O)=C\c1ccccc1
    -19, -1, x, -0.1, 1, 1.2, 5, 1.2, 3
> Cc1csc(SCc2ccccc2C(=O)O)n1
    1, -22, 1.1, 0.67, 0.9, 0.9, 4, 1, 7
> CCc1c(O)nc(SCC(=O)Nc2ccccc2)n(-c2ccccc2)c1=O
    42, -4, 1.3, -1.6, 1, 0.9, 3, 0.6, 1
> Cc1c(NC(=O)c2cc(-c3ccc4c(c3)OCO4)on2)c(=O)n(-c2ccccc2)n1C
    9, -21, 1.2, 0.24, 1, 0.8, -2, 0.9, -2
> Cn1c(SCc2ccccc2)nnc1-c1cnccn1
    8, 3, 1.8, -0.67, 0.8, 0.9, -4, 0.9, 25
> CSc1nc(C)c(CCOC(=O)c2ccccc2)c(=O)[nH]1
    9, x, x, -0.35, 0.9, 1.1, x, 0.9, 11
> O=C(Nc1ccccc1Oc1ccccc1)c1ccc(Br)o1
    7, -6, x, -0.72, 0.8, 1, 20, 0.9, 21
> COc1ccc(-c2nnc(SCc3c(C)noc3C)n2N)cc1OC
    26, x, 1.1, -0.07, 0.8, 0.9, x, 0.7, 23
> COc1ccc(-c2cnn3c4c(c(C)nc23)CCN4C(C)C)cc1OC
    8, -2, x, -1.4, 1.1, 1.1, 5, 0.9, -8
> O=C(NCc1ccc(F)cc1)C1CCC(=O)N1CCc1ccccc1 (centres undefined)
    7, -22, 1.2, x, 0.7, 1.2, -2, 0.9, 27

The results go on:
Results follow in this order: CYP2C9 inhib, Mac1 fbg inh, MT1-MMP txn act, Pyk2 oligo antag, CYP2C19 activ, PLAP act, Mac1 fbg enh, CYP2C9 activ, CYP2C19 inh
> O=C(NCc1ccco1)c1cccc(F)c1
    -13, -1, 1.3, 0.43, 1.1, 1, -4, 1.1, -10
> COC(=O)CSc1n[nH]c(-c2cccnc2)n1
    -11, -6, 0.9, 1.4, 1.1, 0.9, -2, 1.1, -14
> O=C1C(C=Nc2ccccc2O)=C(O)c2ccccc21
    16, -2, 1.3, -2.5, 1, 0.9, 1, 0.8, 5
> O=C(c1ccccc1)N1CCN(C(=O)c2ccccc2Br)CC1
    31, -6, 0.9, 0.85, 0.4, 1, -5, 0.7, 56*
> c1ccc(-c2csc(Nc3ccc4c(c3)OCCO4)n2)cc1
    16, 31, 0.6, -0.02, 1.1, 0.8, -7, 0.8, -6
> CCOC(=O)c1ccc(CSc2nnc(N)s2)cc1
    65*, 0, 1.5, 0.93, 0.3, 0.8, 1, 0.3, 70*
> Cc1ccc2nc(NC(=O)C3CCN(S(=O)(=O)c4cccnc4)CC3)sc2c1
    40, -2, x, x, 0.6, 1.1, 1, 0.6, 36
> CCc1c(C)sc(NC(=O)c2cnn3cccnc23)c1C#N
    8, 7, 1.2, 0.02, 1, 0.9, 29, 0.9, 5
> COc1cccc(C(=O)NC2CCN(C(=O)N3c4ccccc4Sc4ccccc43)CC2)c1
    46, 15, x, -1.7, 1, 1.9, -3, 0.5, -4
> CSc1ncccc1C(=O)OCc1ccc(C#N)cc1
    49, -21, x, 0.45, 1, 0.9, -2, 0.5, 1

(continued)
Results follow in this order: CYP2C9 inhib, Mac1 fbg inh, MT1-MMP txn act, Pyk2 oligo antag, CYP2C19 activ, PLAP act, Mac1 fbg enh, CYP2C9 activ, CYP2C19 inh
> CCCCCCn1c(NCC)nc2c1c(=O)[nH]c(=O)n2C
    -15, 8, 1.3, -1.1, 1, 1.2, 5, 1.2, -2
> CC(C)OCCCNC(=O)c1sc(=S)n(C)c1N
    67*, -16, 1.1, 0.44, 0.4, 1.1, -1, 0.3, 57*
> Cc1oc(-c2ccc(Cl)cc2)nc1CSCC(=O)NCCCN1CCOCC1
    12, -3, 1.1, 0.85, 0.9, 1.3, -2, 0.9, 12
> Cn1c(=O)oc2cc(S(=O)(=O)NCc3ccccn3)ccc21
    -5, 0, 1.1, x, 0.8, 1.1, 6, 1, 24
> CCOC(=O)C1C(=O)CC(C)(O)C(C(=O)OCC)C1c1cc(Br)ccc1OC (centres undefined)
    32, 0, 1.1, -0.12, 0.7, 1.5, 1, 0.7, 29
